# D2 antag = HTS Assay for Allosteric Antagonists of the Human D2 Dopamine Receptor: Primary Screen for Antagonists; D(2) dopamine receptor (Homo sapiens), P14416; HEK293 TREx D2 cells, calcium flux, dopamine EC80; inhibition, % at 10 µM; actives 2% (n = 340,000); AID 485344, 2010; in the data active means inhibition above about 30%; further: 0% is about no effect
#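 Overnight-induced (tetracycline, 30 C) HEK293 T-REx cells carrying force-coupled D2 receive a no-wash calcium dye, then compound, then EC80 dopamine at 180 s; signals are read kinetically throughout.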
# RXFP1 agonist = qHTS Assay for Agonists of the Relaxin Receptor RXFP1. Relaxin receptor 1 (Homo sapiens), Q9HBX9. HEK293T-RXFP1 cAMP TR-FRET, 30 min; response scale: percent of porcine relaxin response, buffer zero. Potency, µM (top dose mostly 57.5 µM), for the others: at the highest dose activation, most hits filed as activators. actives 0.3% (n = 370,000); active means well fitted activation curve with a large enough effect; inconclusive means small, poorly fitted or top-dose-only effect; further: potency means the concentration at half of the fitted maximal effect; on the % scale 0 is the no-effect control and ±100 the full control effect; nearly all actives have a fitted effect of over 60% in size; many of its hits are not listed in these tables
# Target sequence (Q9HBX9 whole entry, looked up): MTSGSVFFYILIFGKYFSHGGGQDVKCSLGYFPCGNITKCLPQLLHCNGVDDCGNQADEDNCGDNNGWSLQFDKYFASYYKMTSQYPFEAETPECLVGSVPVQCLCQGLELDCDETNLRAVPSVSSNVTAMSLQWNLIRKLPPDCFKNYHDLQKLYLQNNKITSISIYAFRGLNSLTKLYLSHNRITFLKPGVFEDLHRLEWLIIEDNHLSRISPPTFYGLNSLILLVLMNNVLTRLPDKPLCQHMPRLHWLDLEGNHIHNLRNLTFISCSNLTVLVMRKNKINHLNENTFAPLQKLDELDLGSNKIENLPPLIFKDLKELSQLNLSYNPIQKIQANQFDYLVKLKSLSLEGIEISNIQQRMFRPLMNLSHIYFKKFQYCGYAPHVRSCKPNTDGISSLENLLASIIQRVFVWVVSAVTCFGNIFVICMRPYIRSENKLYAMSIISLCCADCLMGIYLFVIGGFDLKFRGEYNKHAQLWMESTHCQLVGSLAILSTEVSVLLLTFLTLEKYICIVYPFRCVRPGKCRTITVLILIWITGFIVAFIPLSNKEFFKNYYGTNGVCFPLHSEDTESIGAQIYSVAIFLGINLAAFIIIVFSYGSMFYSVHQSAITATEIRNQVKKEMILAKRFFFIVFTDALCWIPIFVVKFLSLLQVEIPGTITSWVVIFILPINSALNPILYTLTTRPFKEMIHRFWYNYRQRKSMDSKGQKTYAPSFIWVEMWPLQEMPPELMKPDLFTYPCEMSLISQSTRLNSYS
#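 Agonist response is measured as cAMP accumulation in an RXFP1-transfected HEK293T line under PDE4 inhibition. Values are scaled between buffer-only and 29 nM porcine relaxin, and EC50s come from standard Hill equation fits.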
# RXFP1 antagonist = qHTS Assay for Antagonists of the Relaxin Receptor RXFP1; HEK293-RXFP1, relaxin-stimulated cAMP HTRF, 30 min; hits give low values; activity change, negative = inhibition, % at 57.5 µM; actives 0.59% (n = 350,000); AID 1259400, 2018;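 active means activity change of -60% or lower, but not beyond a set lower limit; inconclusive means change between -60% and -40%, or beyond the set limit; inactive means change above -40%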; further: on the % scale 0 is the no-effect control and ±100 the full control effect
# TRHR PAM = qHTS for Small Molecule Agonists and Allosteric Enhancers of Human TRH Receptor: Primary Screen for Enhancers. Thyrotropin-releasing hormone receptor (Homo sapiens), P34981. AID 493056, 2011. TRHR cells, fluo-8 calcium fluorescence, EC20 TRH enhancement. enhancement, % at 2 µM. actives 0.66% (n = 360,000); in the data active means enhancement above about 30%; further: 0% is about no effect
#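 Enhancer read-out: after compound pinning and an initial kinetic agonist-mode read, an EC20 of TRH (10 nM final) was injected and fluo-8 calcium signal (Ex 480/Em 530) followed at 1 s/cycle for 100 cycles in TRHR-expressing cells.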
# D1 PAM = Potentiators of Human D1 Dopamine Receptor: qHTS. potentiation, % at 10 µM. HEK293 TREx D1 cells, calcium flux, dopamine EC20 potentiation. actives 0.036% (n = 360,000). AID 504651, 2011; in the data active means potentiation above about 30%; further: 0% is about no effect
# D2 agonist = HTS Assay for Allosteric Agonists of the Human D2 Dopamine Receptor: Primary Screen for Agonists; D(2) dopamine receptor (Homo sapiens), P14416; HEK293 T-REx D2 cells, calcium flux agonist mode; actives 0.53% (n = 340,000); activation, % at 2 µM;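 active means activation over 3 SD above normal in the single-dose calcium agonist read, cut at about 30% in these data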; further: 0% is about no effect
#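 Tetracycline-induced HEK293 T-REx cells with force-coupled D2 receptor, plated overnight at 30 C, loaded with no-wash calcium dye. After a 10 s baseline, compound was pin-added and calcium flux read kinetically for 180 s; calcium rises flagged agonists.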
# D2 potentiator = HTS Assay for Positive Allosteric Modulators of the Human D2 Dopamine Receptor: Primary Screen for Potentiators; potentiation, % at 10 µM; HEK293 T-REx D2, calcium flux, EC20 dopamine potentiation; actives 0.34% (n = 340,000); D(2) dopamine receptor (Homo sapiens), P14416;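 active means potentiation over 3 SD above the plate norm, cut at about 30% in these data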; further: 0% is about no effect
#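 Calcium flux readout, no-wash dye, 1 read/s. Inducible HEK293 Trex D2 line, overnight 30 C. Compound alone 180 s (agonist flags), then EC20 dopamine, another 180 s to score potentiation.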
# D1 antag = Antagonist of Human D 1 Dopamine Receptor: qHTS; D(1A) dopamine receptor (Homo sapiens), P21728; HEK293 TREx D1 cells, calcium flux, dopamine EC80; hits give low values; activity change, negative = inhibition, % at 10 µM; actives 3.2% (n = 360,000); AID 504652, 2011; in the data active means activity change below about -30%; further: on the % scale 0 is the no-effect control and ±100 the full control effect
#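 Compound effects on dopamine-evoked calcium signalling were measured in tetracycline-induced HEK293 Trex D1 cells. Dopamine at EC80 followed a 180 s compound pre-read, and fluorescence was tracked kinetically for 180 s more.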
# D1 agonist = Allosteric Agonists of the Human D1 Dopamine Receptor: qHTS | actives 1% (n = 360,000) | activation, % at 2 µM | HEK293 T-REx D1 cells, calcium flux, agonist mode | D(1A) dopamine receptor (Homo sapiens), P21728; in the data active means activation above about 30%; further: 0% is about no effect
#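 Agonism was scored from calcium flux recorded over 180 s (1 read/s) after pintool compound addition, following a 10-cycle baseline. Cells were inducible force-coupled HEK293 TREx D1, plated overnight at 30 C and loaded with no-wash calcium dye.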
# Active calls of the source: *; u = inconclusive; x = not tested or not shown; & = joins results of further samples. An excerpt; count on the stated rates, not on these rows.
SMILES,D2 antag,RXFP1 agonist,RXFP1 antagonist,TRHR PAM,D1 PAM,D2 agonist,D2 potentiator,D1 antag,D1 agonist
CCN1CCN(C(=S)NCCOC)CC1,6,-0.2%,-6,-8,6,-0.2,2,0,1
COc1ccccc1/C=C1\SC(=S)N(Nc2nc(C)cc(C)n2)C1=O,-13,0.5%,9,-2,-7,0.5,3,-14,2
Cn1c(/C=N/c2nc3ccccc3[nH]2)nc2ccccc21,-7,-0.1%,5,18,-1,-0.1,-5,5,-1
CC(C)CN(C(=O)COC(=O)C1c2ccccc2Oc2ccccc21)C1CCS(=O)(=O)C1 (stereo not drawn),12,-0.9%,11,-17,-3,-0.6,14,x,10
OCCNc1ncnc2c1nnn2Cc1ccccc1,18,-1.0%,7,-1,-1,0.3,-9,3,1
CCOC(=O)c1cccc(NC(=O)CCOc2ccccc2)c1,-6,23%,-28,-12,0,0.5,-3,-10,2
CN(CCOc1ccc(F)cc1)Cc1ccccc1,19,0.1%,-11,4,2,-1.1,-7,3,0
Cc1ccsc1C(=O)OCC(=O)c1ccc[nH]1,24,1.3%,6,1,3,-0.2,3,-4,1
O=C1/C(=C/c2cccnc2)SC(=S)N1NS(=O)(=O)c1ccccc1,9,-2.1%,-29,-4,4,0.6,-4,-3,2
CCCc1cc(=O)oc2c(C)c(OCC(=O)N3CCC[C@@H]3C(=O)O)ccc12,3,3.2%,x,-1,1,0.1,-7,-20,8
O=C(COc1ccccc1)Nc1sc2c(c1C(=O)Nc1ccccc1Cl)CCCCC2,x,-1.0%,-6,9,2,-0.7,2,-1,-2
Cc1noc(C)c1CSc1nc2ccccc2s1,18,0.1%,-3,-2,-3,-0.4,x,4,1
CC(C)(C)n1nnnc1C(c1ccncc1)N1CCN(c2ccc(O)cc2)CC1 (stereo not drawn),-18,0.1%,-11,1,4,-0.1,-4,-9,2
Cn1c(C(=O)N2CCN(c3ccccc3)CC2)cc2cc(Cl)ccc21,-6,0.7%,-3,5,1,3.5,-9,21,0
O=C(CSc1nccn1Cc1ccccc1)Nc1nccs1,2,1.6%,3,3,-11,-0.4,-5,-21,4
O=C(NCC1CCCO1)c1nn2c(C(F)(F)F)cc(-c3ccc(Br)o3)nc2c1Br (stereo not drawn),8,1.4%,1,1,x,-1.4,3,1,2
O=C(COC(=O)CCS(=O)(=O)c1ccc(Cl)cc1)NCCc1ccccc1,-5,-3.2%,-10,4,-2,0.5,9,-8,-1
C=CCn1c(SCC(=O)Nc2cc(C)c(Cl)cc2OC)nnc1-c1ccco1,23,1.8%,4,-9,-8,0.3,-7,5,2
CCN(CC)CCCNC(=O)c1nn(-c2ccc(OC)cc2OC)c(=O)c2ccccc12,4,-0.5%,-8,-4,-4,0.9,8,0,1
CCOc1cccc(OCCCCN2CCCCC2)c1,-10,2.0%,-2,-6,-4,1.4,-18,12,5
Cc1ccccc1N(CC(=O)NCCSCc1ccco1)S(C)(=O)=O,-7,2.4%,3,4,5,0.1,6,25,7
Cc1cccc(/C=N\NC(=O)c2sccc2-n2cccc2)c1,-6,-0.4%,4,-11,-3,-0.3,-6,-9,4
Cc1ccnc(SCC(=O)c2ccc(Br)cc2)c1C#N,-5,2.3%,0,-3,-3,1.9,-1,-3,8
CC(=O)c1cccc(NC(=O)C(OC(=O)c2ccccc2NS(=O)(=O)c2cccs2)c2ccccc2)c1 (stereo not drawn),-8,1.0%,0,-1,-9,1.5,17,-17,7
Cc1ccc(NC(=O)c2cc(S(=O)(=O)N3CCC4(CC3)OCCO4)ccc2F)cc1Cl,x,-0.7%,-9,-2,0,0.3,3,-23,-2
Cc1nc2ccccc2c2oc(C(=O)N3CCC(C)CC3)cc12,11,4.2%,3,-1,1,1.4,8,0,0
O=C(Cc1cccs1)N(c1ccc(F)cc1)C1(C(=O)NC2CCCCC2)CCCC1,-12,-0.3%,-9,-15,-6,-0.9,15,-29,16
Cc1ccc(OCC(=O)Nc2ccc(Cl)cc2)c([N+](=O)[O-])n1,27,0.6%,6,15,8,0.3,5,-26,5
COc1ccc(OCC(=O)Nc2ccccc2O)cc1,2,-0.2%,-7,3,-5,0.1,7,-3,7
O=C(Nc1ccccc1)c1nc[nH]c1C(=O)NCc1ccccc1,12,-3.0%,x,-4,5,-0.2,-15,x,-3
N=C1/C(=C/c2cccn2Cc2ccc(F)cc2)C(=O)N=C2SC=CN12,15,-0.4%,-5,-1,2,-0.8,0,3,0
CCN(CC)C(=S)Nc1ccc2nc3n(c(=O)c2c1)CCCCC3,-7,1.6%,-2,2,-1,-2.3,12,-2,4
CCOC(=O)N1CCC2(CC1)OC(=O)C(C)=C2C(=O)NCc1ccc(C)cc1,x,3.2%,-16,-3,-2,-0.7,-10,-4,-1
Cc1cc([N+](=O)[O-])nn1Cc1ccc(C(=O)N/N=C/c2ccc(O)cc2O)cc1,-1,0.8%,x,3,-5,-0.4,-3,-33*,1
Cc1ccc(C(C(=O)NC2CCCC2)N(Cc2ccc(F)cc2)C(=O)c2csnn2)o1 (stereo not drawn),-9,0.2%,16,-12,-3,-1.2,9,-16,1
O=C(CSc1nnc(-c2cccnc2)n1Cc1ccccc1)NCc1ccco1,-2,-0.8%,-11,-4,0,2.7,8,2,0
N#C/C(=C/c1ccc(F)cc1)c1nnc(NC(=O)c2ccccc2)s1,-1,-1.1%,1,-1,-3,0.9,5,-1,7
CCn1c(Oc2ccc(F)cc2)nc2c1c(=O)n(C)c(=O)n2C,-8,8.8%,2,3,-3,1.0,3,-9,-1
Cc1sc2ncn(CC(=O)N3CCN(c4ccccc4F)CC3)c(=O)c2c1S(=O)(=O)N1CCN(c2ncccn2)CC1,x,1.0%,x,10,-1,0.5,14,-12,1
CCOC(=O)c1sc(NC(=O)c2ccccc2)cc1C,-1,2.5%,-1,4,-6,0.0,6,-14,42*
CNC(=S)N1CCC(NC(=O)C23CC4CC(CC(C4)C2)C3)CC1,6,3.3%,2,3,-7,0.3,-4,1,3
CC(=O)OCCSc1c(-c2ccccc2)c2cc(Cl)ccc2[nH]c1=O,9,0.6%,-35,-1,3,0.3,2,-1,0
Clc1cccc(-c2ccc3ncnc(NCc4cccnc4)c3c2)c1,x,3.9%,x,10,-5,x,x,7,-1
O=C(CSc1nc2ccc(Cl)cc2[nH]1)NCCc1ccc(Cl)cc1,2,-0.1%,-13,0,-3,-0.5,8,3,12
NNC(=O)c1cc(S(=O)(=O)N2CCOCC2)c[nH]1,-6,1.4%,-1,1,x,-0.1,3,-1,3
CCC(C)(C)NC(=O)C(c1ccc(OC)cc1)N(C(=O)CCC(=O)Nc1cc(C)on1)c1cc(OC)ccc1OC (stereo not drawn),-1,-0.8%,-3,5,-2,-0.3,19,-3,2
Cc1ccccc1-n1c(SCC(=O)c2cc(C)n(C)c2C)nnc1-c1cccnc1,-13,1.4%,-1,4,-6,-0.8,6,-29,0
CCN(C(=O)CSc1nnc(-c2ccccc2)n1C)C1CCS(=O)(=O)C1 (stereo not drawn),-8,-6.5%,3,-1,6,-0.6,-7,-20,4

# One compound at a time, from the list above. Values in the order: D2 antag	RXFP1 agonist	RXFP1 antagonist	TRHR PAM	D1 PAM	D2 agonist	D2 potentiator	D1 antag	D1 agonist
# `CCC(C)(C)NC(=O)C(c1ccc(OC)cc1)N(C(=O)CCC(=O)Nc1cc(C)on1)c1cc(OC)ccc1OC` (stereo not drawn) across the screens: -1	-0.8%	-3	5	-2	-0.3	19	-3	2
# `Cc1sc2ncn(CC(=O)N3CCN(c4ccccc4F)CC3)c(=O)c2c1S(=O)(=O)N1CCN(c2ncccn2)CC1` across the screens: x	1.0%	x	10	-1	0.5	14	-12	1
# `Clc1cccc(-c2ccc3ncnc(NCc4cccnc4)c3c2)c1` across the screens: x	3.9%	x	10	-5	x	x	7	-1

# Given field by field: two of the compounds above.
Cn1c(/C=N/c2nc3ccccc3[nH]2)nc2ccccc21
- D2 antag: -7
- RXFP1 agonist: -0.1%
- RXFP1 antagonist: 5
- TRHR PAM: 18
- D1 PAM: -1
- D2 agonist: -0.1
- D2 potentiator: -5
- D1 antag: 5
- D1 agonist: -1
CC(C)CN(C(=O)COC(=O)C1c2ccccc2Oc2ccccc21)C1CCS(=O)(=O)C1 (stereo not drawn)
- D2 antag: 12
- RXFP1 agonist: -0.9%
- RXFP1 antagonist: 11
- TRHR PAM: -17
- D1 PAM: -3
- D2 agonist: -0.6
- D2 potentiator: 14
- D1 antag: x
- D1 agonist: 10

# Other entries
SMILES,D2 antag,RXFP1 agonist,RXFP1 antagonist,TRHR PAM,D1 PAM,D2 agonist,D2 potentiator,D1 antag,D1 agonist
O=C(COC(=O)CSc1ccc([N+](=O)[O-])cc1)NCc1ccco1,-4,0.8%,2,2,-5,0.4,12,-6,6
Cc1cc(C)n2nc(SCC(=O)N3CCc4ccccc43)nc2n1,1,3.2%,-10,9,2,1.1,25,1,10
COC(=O)c1ccc(OCC2c3cc(OC)c(OC)cc3CCN2C(=O)C(C)C)cc1 (stereo not drawn),x,4.5%,x,8,0,x,10,4,-1
O=C(CCn1nc(-c2ccccc2)c2ccccc2c1=O)N1CCN(c2ccccc2)CC1,4,1.8%,-4,-10,3,0.9,14,2,3
COc1ccccc1N1CCN(C(=O)CSc2nc(N)cc(=O)[nH]2)CC1,13,0.3%,10,-2,-4,1.0,-11,-2,2
CC1C(=O)CCCCCCCCCC2C1(N1CCOCC1)CS2(=O)=O (stereo not drawn),-2,1.1%,-15,3,-3,0.6,5,0,0
CC1CN(C(=O)N2CCC(C(=O)N3CCN(c4ccccc4)CC3)CC2)c2cc(Cl)ccc2O1 (stereo not drawn),x,-0.6%,u,-3,-4,0.0,3,-17,-1
COC(=O)c1ccc(Sc2ccc(F)cc2)c(N)c1,0,2.0%,7,6,5,0.5,-6,-1,3
CC(c1ccccc1)n1c(S(=O)(=O)O)nc2ccccc21 (stereo not drawn),4,-1.5%,9,0,-2,0.2,8,11,2
O=C(Nc1ccc(C(F)(F)F)cc1)c1ccccc1,12,0.1%,x,-4,-12,0.2,-2,-49*,1
O=C(NC1CCCc2ccccc21)c1cc(Cl)ccn1 (stereo not drawn),26,0.3%,-12,-10,-9,-1.7,-1,-14,8
CC(C)c1ccc(NC(=O)CNC(=O)Cn2ccc3ccccc3c2=O)cc1,-9,17%&25%,-1,1&-10,-2&0,1.8&-0.2,-2,26&2,1&-2

# Screening data as filed in PubChem.
